# FXIa mix inh: factor XIa (human) inhibition, mixture screen; AID 680; inhibition, % at 5 µM; 0.19% of 62,000 active; purified FXIa, fluorogenic substrate, pooled mixtures; P03951; in the data active = inhibition above about 20%, passing the limit was not always enough;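 also: each value is inhibition by a whole ten-compound pool holding the compound; 0% = enzyme with no mixture and 100% = wells lacking enzyme; strong numbers were not always called active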
# Target sequence (P03951 19-387 limits assumed): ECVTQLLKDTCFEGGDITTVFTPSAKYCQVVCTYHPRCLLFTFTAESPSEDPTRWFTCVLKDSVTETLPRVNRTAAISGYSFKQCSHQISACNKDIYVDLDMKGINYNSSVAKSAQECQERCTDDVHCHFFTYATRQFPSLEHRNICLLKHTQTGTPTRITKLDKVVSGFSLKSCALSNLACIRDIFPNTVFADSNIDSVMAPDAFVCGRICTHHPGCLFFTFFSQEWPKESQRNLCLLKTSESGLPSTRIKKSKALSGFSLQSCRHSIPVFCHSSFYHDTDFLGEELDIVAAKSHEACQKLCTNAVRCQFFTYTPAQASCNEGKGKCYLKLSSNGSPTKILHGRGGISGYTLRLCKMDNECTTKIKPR
# Target sequence (P03951 388-625 limits assumed): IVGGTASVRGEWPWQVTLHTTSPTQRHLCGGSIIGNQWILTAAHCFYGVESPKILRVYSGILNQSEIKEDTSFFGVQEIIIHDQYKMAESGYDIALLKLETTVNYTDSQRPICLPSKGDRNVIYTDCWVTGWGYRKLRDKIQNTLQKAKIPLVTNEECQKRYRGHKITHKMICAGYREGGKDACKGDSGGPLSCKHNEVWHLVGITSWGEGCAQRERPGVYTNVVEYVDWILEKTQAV
# CatS inh: human cathepsin S inhibition | inhibition, %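 (tested at 5 µM per compound within 10-compound mixtures)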 | P25774 | 0.06% of 62,000 active | AID 501 | recombinant cathepsin S, AMC dipeptide fluorescence, pooled mixtures; in the data active = inhibition above about 32%, passing the limit was not always enough;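 also: 0% = enzyme without compound and 100% = blank without enzyme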
# Target sequence (P25774 115-331 limits assumed): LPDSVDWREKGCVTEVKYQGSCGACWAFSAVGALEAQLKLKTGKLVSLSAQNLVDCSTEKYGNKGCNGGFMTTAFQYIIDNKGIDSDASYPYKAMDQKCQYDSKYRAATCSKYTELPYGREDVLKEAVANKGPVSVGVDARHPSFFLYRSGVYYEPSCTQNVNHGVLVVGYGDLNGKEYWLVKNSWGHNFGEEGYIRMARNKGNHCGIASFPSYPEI
# CatL block: blocks human cathepsin L protease activity; purified cathepsin L, fluorogenic substrate, fluorescence; inhibition, %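 (tested at 10 µM)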; 0.17% of 58,000 active; AID 460; in the data active = inhibition above about 45%;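 also: 0% = enzyme with no compound and 100% = no enzyme blank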
# Ec RNAP inh: Escherichia coli RNA polymerase inhibition; P0A8V2; E. coli RNA polymerase, fluorescence transcription assay; inhibition, %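 (tested at 10 µM)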; 0.2% of 62,000 active; in the data active = inhibition above about 20%;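 also: 0% = enzyme without compound and 100% = no enzyme blank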
# CatB mix inh: inhibitors of human cathepsin B in compound mixtures; P07858; Purified cathepsin B, AMC dipeptide fluorescence; inhibition, %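 (ten-compound pools at 5 µM per compound and 50 µM total)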; 0.06% of 62,000 active; AID 488; in the data active = inhibition above about 22%, passing the limit was not always enough;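 also: 0% = enzyme without compound and 100% = no enzyme blank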
# AP complement: orthogonal test for alternative complement pathway inhibitors; Human serum alternative complement pathway, LPS-coated ELISA, C3 deposition; tested in compound mixtures; inhibition, % at 5 µM; 0.08% of 62,000 active; AID 1235;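 active = inhibition above 30% in each of the two pooled mixtures holding the compound, so the lower value exceeds 30%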;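 also: 0% = serum in Mg-EGTA without compound and 100% = EDTA serum blank; some compounds past the cut are filed as inactive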
#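 Test system – human serum alternative complement pathway, C3 deposition on LPS-coated wells · Buffer or medium – diluted human serum in Mg2+-EGTA GVB++ · Compound dosing – 5 µM each compound, pools of ten, 50 µM per pool · Schedule – 1 h serum-compound exposure at 37 °C · Measured by – Anti-C3 ELISA, OD 450 nm · Read-out basis – percent inhibition of C3 deposition onto LPS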
# CatG inh: cathepsin G (human) inhibition; P08311; purified enzyme, AMC-tetrapeptide fluorescence, pooled mixtures; inhibition, % at 5 µM (by protocol); 0.2% of 62,000 active;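 active = inhibition above 20% in each of the two mixture wells holding the compound; inactive = inhibition of 20% or less in either well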;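 also: 0% = enzyme control without mixture and 100% = blank lacking enzyme; strong numbers were not always called active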
# Target sequence (P08311 21-244 limits assumed): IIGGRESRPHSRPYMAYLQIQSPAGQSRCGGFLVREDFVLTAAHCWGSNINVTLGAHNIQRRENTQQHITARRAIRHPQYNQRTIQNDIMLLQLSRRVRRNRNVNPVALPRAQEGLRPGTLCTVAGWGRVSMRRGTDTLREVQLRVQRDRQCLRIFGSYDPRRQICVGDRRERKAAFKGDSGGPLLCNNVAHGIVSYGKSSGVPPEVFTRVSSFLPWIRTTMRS
# C1s inh: blocks human complement C1s protease activity; 0.16% of 62,000 active; purified C1s, fluorogenic AMC substrate, pooled mixtures; mean inhibition % of two 10-compound mixtures (stronger effect = higher value), % at 5 µM (by protocol);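 active = inhibition above 20% in each of the two 10-compound mixture wells holding the compound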;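 also: 0% = enzyme wells lacking compound mixture and 100% = no-enzyme blank wells; some compounds called inactive have numbers as strong as hits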
# CatB inh: blocks human cathepsin B protease activity. P07858. purified cathepsin B, fluorogenic substrate, fluorescence. inhibition, %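 (tested at 10 µM)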. 0.1% of 63,000 active. AID 453; in the data active = inhibition above about 21%;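 also: 0% = enzyme with no compound and 100% = no enzyme blank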
# Starred values were filed as active, the others as inactive; / = no result given.
SMILES,FXIa mix inh,CatS inh,CatL block,Ec RNAP inh,CatB mix inh,AP complement,CatG inh,C1s inh,CatB inh
O=C(O)C1CCCCC1C(=O)Nc1ccc(Cl)cc1 (centres undefined),5,4,8,-3,-7,0,-2,-25,-2
O=C(CC1(O)C(=O)N(Cc2ccccc2Cl)c2ccccc21)c1ccco1 (centres undefined),6,-2,1,9,3,11,11,11,2
O=C(Nc1ccc(S(=O)(=O)N2CCCC2)cc1)C1COc2ccccc2O1 (centres undefined),-14,5,/,8,-4,1,1,-84,3
CC1CCN(c2nncc3ccccc23)CC1,0,10,8,9,3,-4,9,-3,1
CC1CN(CC(O)COc2ccc(C(C)C)cc2)CC(C)O1 (centres undefined),1,-7,0,7,-1,4,2,3,0
O=C(c1cccs1)N(Cc1ccco1)C1CCS(=O)(=O)C1 (centres undefined),6,6,2,1,-2,-3,-2,-13,0
Nc1ccc(-c2n[nH]c(=O)c3ccccc23)cc1N,2,-3,/,1,2,12,9,3,2
CCOC(=O)CCCNC(=O)COC(=O)CCC(=O)c1ccc(F)cc1,7,-4,9,8,2,-1,9,10,3
CC(C)NC(=O)NC(=O)CSc1ncc(C(F)(F)F)cc1Cl,8,0,6,1,1,11,9,3,3
Cc1c(NC(=O)c2cnn3c(C(F)(F)F)cc(-c4ccco4)nc23)c(=O)n(-c2ccccc2)n1C,4,-2,1,4,3,9,13,9,4
CNC(=O)c1nnn(Cc2ccccc2)c1NC(=O)C(F)(F)F,1,1,3,-1,3,10,8,5,4
COC(=O)Cn1c2ccc(F)cc2c2nc(C)sc21,-2,10,18,/,1,-2,0,4,2
CN(Cc1ccccc1)S(=O)(=O)c1ccc(S(=O)(=O)N2CCN(CCC#N)CC2)cc1,3,25,21,10,2,-4,-4,-4,5
CCn1c(NCc2cccc(OC)c2OC)nc2ccccc21,37,3,14,-4,1,-6,33,38,0
CCOC(=O)c1cc2c(C(F)(F)F)cc(-c3cccnc3)nc2o1,10,3,-6,-4,1,3,1,4,3
CC1(C)CC(=O)c2cc(C(=O)NC3CCSC3=O)c(=O)n(-c3ccccc3)c2C1 (centres undefined),9,-8,-6,-1,2,13,2,3,2
Oc1c(C(c2cccs2)N2CCOCC2)sc2ncnn12 (centres undefined),5,-3,-7,3,3,9,10,9,-1
O=C(NCc1ccc2c(c1)OCO2)C1CCCN1C(=O)Nc1ccccc1 (centres undefined),0,4,0,5,-1,16,8,-3,5
CCc1nnc(N2CCN(c3ncnc4c3oc3ccccc34)CC2)s1,9,5,27,3,5,5,-5,-58,-3
Cc1ccc(N(CC(=O)NCc2ccc3c(c2)OCO3)S(C)(=O)=O)cc1,1,7,-1,3,-3,-3,3,-1,-2
CCC(CC)NC(=O)c1cc(OC)c(OC)c(OC)c1,-1,2,-10,7,0,11,-4,-7,2
CCOc1ccc(N2CC(C(=O)NCCC3=CCCCC3)CC2=O)cc1 (centres undefined),-2,-3,-8,3,2,12,11,3,1
CC12CN3CC(C)(CN(C1)C3c1ccc(Br)cc1)C2 (centres undefined),4,2,12,12,3,8,9,7,2
Cc1cc(Br)ccc1OCc1nc(-c2cccnc2)no1,-7,-4,-9,5,1,9,-4,-5,1

# Sorted by value in Ec RNAP inh (smallest number first): some entries from above.
SMILES | FXIa mix inh | CatS inh | CatL block | Ec RNAP inh | CatB mix inh | AP complement | CatG inh | C1s inh | CatB inh
CCOC(=O)c1cc2c(C(F)(F)F)cc(-c3cccnc3)nc2o1 | 10 | 3 | -6 | -4 | 1 | 3 | 1 | 4 | 3
CC1(C)CC(=O)c2cc(C(=O)NC3CCSC3=O)c(=O)n(-c3ccccc3)c2C1 (centres undefined) | 9 | -8 | -6 | -1 | 2 | 13 | 2 | 3 | 2
Cc1ccc(N(CC(=O)NCc2ccc3c(c2)OCO3)S(C)(=O)=O)cc1 | 1 | 7 | -1 | 3 | -3 | -3 | 3 | -1 | -2
Cc1cc(Br)ccc1OCc1nc(-c2cccnc2)no1 | -7 | -4 | -9 | 5 | 1 | 9 | -4 | -5 | 1
CCC(CC)NC(=O)c1cc(OC)c(OC)c(OC)c1 | -1 | 2 | -10 | 7 | 0 | 11 | -4 | -7 | 2
CN(Cc1ccccc1)S(=O)(=O)c1ccc(S(=O)(=O)N2CCN(CCC#N)CC2)cc1 | 3 | 25 | 21 | 10 | 2 | -4 | -4 | -4 | 5
CC12CN3CC(C)(CN(C1)C3c1ccc(Br)cc1)C2 (centres undefined) | 4 | 2 | 12 | 12 | 3 | 8 | 9 | 7 | 2

# Carrying on:
SMILES,FXIa mix inh,CatS inh,CatL block,Ec RNAP inh,CatB mix inh,AP complement,CatG inh,C1s inh,CatB inh
Cn1c(=O)c2c(n(Cc3ccccc3)c1=O)NC(=O)C2CC(=O)N1CCc2ccccc2C1 (centres undefined),-7,-12,-8,4,1,10,4,-35,0
CCOc1ccccc1NC(=O)CSc1ncnc2c1oc1ccccc12,35,2,-5,-7,36,1,1,-13,1
COc1ccc(S(=O)(=O)N(C)c2ccc(C(=O)N3CCOCC3)cc2)cc1OC,-1,-1,/,4,-7,-4,-4,-2,-5
CC(C)c1ccc(NC(=O)N2CCC(c3nc4ccccc4o3)CC2)cc1,-9,-11,/,/,-4,34,1,-70,/
CCn1c2ccccc2c2nnc(SCCCn3c(=O)[nH]c4ccccc43)nc21,12,2,8,11,3,5,18,17,4
COc1ccc(CCNc2ncnc3nc[nH]c23)cc1OC,8,-3,-2,0,5,13,8,17,-2
O=C(Nc1ccccc1)C1CC2CCCC(C1)C2=O (centres undefined),4,3,10,6,0,0,25,7,5
O=S(=O)(Cc1ccccc1)NCc1ccccn1,7,3,-4,3,6,24,-1,3,0
C=CCC(CC=C)(C(=O)O)c1ccccc1,0,3,7,5,4,4,10,10,4
O=C(Cc1cn2ccsc2n1)Nc1nc2c(s1)CCCC2,18,19,22,0,19,15,24,14,0
COc1cccc(-c2nn(-c3ccccc3)cc2CO)c1,5,14,11,13,8,7,4,1,0
CCN1CCCC1CNC(=O)CSCc1nc(-c2ccccc2C)oc1C (centres undefined),7,20,7,4,1,2,1,-2,7
COC(=O)CSC1=C(C#N)C(c2ccc(C(C)C)cc2)CC(=O)N1 (centres undefined),-3,-9,9,8,1,3,8,0,2
CC1(c2ccccc2Cl)NC(=O)N(CC(=O)NC(=O)NCc2ccco2)C1=O (centres undefined),2,-2,/,4,4,11,10,1,3
Cc1ccc2c(c1)cc(CN(Cc1ccco1)S(=O)(=O)c1ccccc1)c1nnnn12,-4,-7,15,10,1,0,0,-42,5
O=C(c1cnc(N2CCN(c3ncccn3)CC2)c2ccccc12)N1CCN(c2ncccn2)CC1,3,10,15,12,2,12,10,-1,3
CCOC(=O)c1cccc(C(=O)OCC)n1,6,-6,15,11,-1,5,9,12,0
CSc1ccc(S(=O)(=O)Nc2cccc(F)c2)cc1,-2,-5,7,11,5,12,-2,-29,2
CCOC(=O)C1Cn2c(nc3c(c2=O)C(C)(CC)Cc2ccccc2-3)S1 (centres undefined),11,7,0,7,3,5,9,-6,5
CNC(=O)c1cc2c(=O)n3cc(C)ccc3nc2n(Cc2ccco2)c1=N,-8,-10,-96,-4,-1,12,3,-28,6
Cc1ccc(Cn2ccc(NC(=O)c3cc(-c4cccc(Cl)c4)on3)n2)cc1,-18,4,21,14,-5,-3,-2,-79,10
C=C(C)COc1ccc(-c2n[nH]c(C)c2Oc2ccccc2OC)c(O)c1,2,1,5,6,-1,-5,-36,4,0
Cc1ccc(S(=O)(=O)C2(C(=O)N(C)C3CCCCC3)CC2)cc1,6,4,-2,2,8,19,11,-1,4
COc1ccc(C2C3=C(OC(C)=O)c4ccccc4C3=Nc3c2c(=O)n(C)c(=O)n3C)cc1 (centres undefined),8,17,-2,2,2,6,12,13,2
CC(C)c1nc2oc3c(NCC4CCCO4)ncnc3c2c2c1COC(C)(C)C2 (centres undefined),-7,-7,-13,-6,-2,4,-17,-44,-2
CCC(C)Sc1nc2c(c(=O)[nH]c(=O)n2C)n1C (centres undefined),9,-7,8,-3,-1,3,1,-4,-2
CCN(Cc1nc2cc(OC)c(OC)cc2c(=O)[nH]1)C(=O)c1ccc(S(=O)(=O)N(C)C)cc1,6,12,8,12,7,8,11,5,0
CN(C)/C=C(\C#N)c1nc2ccccc2[nH]1,2,13,5,5,3,-3,-2,3,3
C=CCN1C(=O)C2(C(C(=O)c3ccc(C)o3)=C(O)C(=O)N2CCCN2CCOCC2)c2ccccc21 (centres undefined),-3,21,2,6,4,-16,-9,-21,12
Cc1ccc(C2C(C(=O)c3cccs3)=C(O)C(=O)N2CCN2CCOCC2)o1 (centres undefined),-2,-3,-4,-2,-2,-2,-16,-35,0
CCOc1ccc(-n2c(Cc3cc(=O)[nH]c(=O)[nH]3)nnc2SCC(=O)NC2CCCC2)cc1,4,-1,-5,-6,-2,10,-6,-6,4
O=C(COC(=O)c1ccc[nH]c1=O)NC1CCCC1,3,-4,1,5,2,2,2,-1,-1
COc1ccc(S(=O)(=O)Nc2cc(C(C)C)c(O)cc2C)cc1,4,-1,2,5,3,19,8,6,6
CN1C(=O)c2ccccc2N(C)C1c1ccc2c(c1)OCO2 (centres undefined),4,-10,-235,/,4,13,5,-24,-1
COc1ccc(NC(=O)C2CCCN(S(=O)(=O)c3cccnc3)C2)cc1 (centres undefined),2,3,11,2,8,18,5,8,-2
Cc1cc(C)n(C(=O)c2cc3sccc3[nH]2)n1,-2,9,12,10,5,9,8,4,1
COc1ccc(OCC(O)CNCc2ccco2)cc1 (centres undefined),5,5,2,-3,-7,-11,-2,-3,2
COc1cc(CCC(=O)OCc2nnc(-c3ccccc3)o2)cc(OC)c1OC,5,-3,/,9,3,10,7,13,6
CN1CCN(c2nc3c(c(=O)[nH]c(=O)n3C)n2Cc2cccc3ccccc23)CC1,4,-8,16,4,0,-6,15,7,5
CN(Cc1cccs1)C(=O)COc1cccc(-n2cnnn2)c1,0,5,-9,3,2,4,7,3,0
COC(=O)c1cc(NC2c3ccccc3C(=O)N2CCN2CCOCC2)cc(C(=O)OC)c1 (centres undefined),5,10,/,8,6,6,-2,-5,3
Cc1ccc(-c2nnc3ccc(SC(C)C(=O)O)nn23)cc1 (centres undefined),0,11,3,4,1,8,12,-2,7
Cn1c(=O)c2c(nc(CN3CCN(Cc4ccccc4)CC3)n2Cc2ccc(Cl)cc2)n(C)c1=O,5,4,4,5,5,16,-1,-2,-2
CN(C)c1nc(N)nc(CSc2nnnn2C)n1,-10,-5,2,3,3,17,7,-12,-1
O=C(O)CCC(=O)N1CCC(C(=O)c2cccc(Cl)c2)CC1,-3,1,10,8,3,7,-4,-42,-5
Cc1ccc(C(=O)CCC2CCCC2=O)cc1 (centres undefined),2,12,0,-4,-4,5,5,3,2
O=C1C=C(NCc2ccco2)CCC1,4,2,-3,4,4,13,1,1,-6
N#CC1=C(N)Oc2n[nH]c(-c3cccs3)c2C1c1ccoc1 (centres undefined),19,7,10,11,4,8,28,16,6
O=C(COC(=O)c1n[nH]c2ccccc12)Nc1ccc(S(=O)(=O)N2CCCC2)cc1,8,-9,-8,-1,4,20,-1,3,-8
C1CN(c2nc3nonc3n3nnnc23)CCO1,7,-2,5,13,3,-2,12,13,5
CCN(CC(=O)NCc1cccs1)S(=O)(=O)c1cccc(C(C)=O)c1,3,-5,1,2,3,15,-4,-3,1
CCOC(=O)c1ccccc1NC(=O)c1cccs1,1,9,6,10,-1,-4,11,14,/
Cc1ccc2nc(NC(=O)CN(C)S(=O)(=O)c3cccc4nsnc34)sc2c1,3,8,1,8,2,-3,17,7,3
Cn1c(=O)oc2cc(S(=O)(=O)NCc3ccncc3)ccc21,3,10,10,7,3,6,7,-30,3

# Screening data (PubChem)

# An excerpt; the hit share may differ from the screen's.
